E coli Lon inh: inhibitors of E. coli Lon protease | P0A9M0 | purified E. coli Lon protease, fluorescence polarization | inhibition, % at 7.94 µM | hit rate 0.42% among 360,000 | AID 602123; in the data active means inhibition above about 13%, passing the limit was not always enough;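 further: 0% = enzyme with probe and DMSO and 100% = no enzyme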
SKN-1 block: blocks SKN-1 activity in C. elegans; inhibition, % at 21.8 µM; C. elegans VP596 Pgst-4::GFP/RFP ratio, acrylamide-induced, 24 h; AID 624304; hit rate 0.49% among 360,000;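 active means interference check ratio from 0.5 to 1.5 plus GFP to RFP signal ratio inhibition reaching or exceeding a fixed threshold, cut at about 30% in these data, passing the limit was not always enough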; further: some compounds called inactive have numbers as strong as hits
Neddylation inh: blocks human cullin neddylation; TR-FRET cullin neddylation, biochemical; AID 651699; P61081+Q13564; hit rate 0.58% among 360,000; calls only at 25 µM; in the data active means inhibition above about 36%
Target sequence (P61081 whole entry, looked up): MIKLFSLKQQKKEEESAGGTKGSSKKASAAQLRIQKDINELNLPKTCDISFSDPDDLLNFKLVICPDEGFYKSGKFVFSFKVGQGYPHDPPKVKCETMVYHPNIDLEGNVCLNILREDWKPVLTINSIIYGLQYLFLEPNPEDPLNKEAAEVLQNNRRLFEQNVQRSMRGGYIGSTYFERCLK
Target sequence (Q13564 whole entry, looked up): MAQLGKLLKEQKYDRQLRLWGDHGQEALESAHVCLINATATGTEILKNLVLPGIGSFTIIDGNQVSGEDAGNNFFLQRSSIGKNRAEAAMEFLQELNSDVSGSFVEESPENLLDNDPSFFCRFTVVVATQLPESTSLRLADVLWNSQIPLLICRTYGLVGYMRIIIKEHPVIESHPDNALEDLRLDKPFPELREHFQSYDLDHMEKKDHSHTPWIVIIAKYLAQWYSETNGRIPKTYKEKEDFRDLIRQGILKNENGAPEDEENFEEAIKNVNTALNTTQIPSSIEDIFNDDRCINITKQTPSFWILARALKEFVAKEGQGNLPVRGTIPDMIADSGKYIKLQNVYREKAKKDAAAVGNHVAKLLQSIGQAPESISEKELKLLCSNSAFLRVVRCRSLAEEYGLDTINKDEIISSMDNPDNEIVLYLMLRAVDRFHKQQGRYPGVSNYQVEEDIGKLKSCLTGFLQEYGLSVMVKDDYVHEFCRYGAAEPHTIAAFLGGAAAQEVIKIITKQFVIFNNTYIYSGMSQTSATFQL
NRP1-CendR mod: alters CendR peptide binding to human NRP-1 | FAM-RPARPAR peptide binding to NRP-1, fluorescence polarization | O14786 | hit rate 0.85% among 360,000 | AID 602438 | inhibition, % at 25 µM;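 active means inhibition or corrected inhibition above about 18%, plus a signal ratio from 0.5 to 1.5, limit read from the data, passing the limit was not always enough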; further: strong numbers were not always called active
MsrA act: activates bovine MsrA enzyme. purified bovine MsrA, absorbance read-out. activation, % at 10.6 µM. hit rate 0.3% among 360,000; in the data active means activation above about 7.5%;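 further: 0% = vehicle and 100% = reference activator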
Rin1 Abl inh: blocks binding of human Rin1 to Abl. AID 588664. P00519+Q13671. hit rate 0.4% among 360,000. inhibition, % at 7.35 µM. TR-FRET Rin1/Abl binding, biochemical; in the data active means inhibition above about 5%, passing the limit was not always enough
PABP1 MLLE inh: blocks PAM2 peptide binding to the PABP1 MLLE domain; P11940; inhibition, % at 20 µM; GST-MLLE / FITC-PAM2 fluorescence polarization; hit rate 0.36% among 360,000; in the data active means inhibition above about 35%, passing the limit was not always enough;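 further: plate controls were DMSO wells with GST-MLLE for no effect and wells lacking GST-MLLE protein for full effect; some results filed as inactive read as strong as hits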
FAS-TE inh: inhibitors of human fatty acid synthase thioesterase domain; P49327; recombinant FAS-TE, OMFH fluorogenic substrate, fluorescence endpoint; inhibition, % at 15 µM; hit rate 0.67% among 360,000;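 active means compounds whose normalised, plate-corrected inhibition of enzyme fluorescence in the single-dose primary screen is 50% or more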;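 further: 0% = DMSO with enzyme and 100% = substrate without enzyme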
MT1-MMP act inh: MT1-MMP (human) activation inhibition; GFP/RFP ratio change, % at 20 µM; hit rate 0.061% among 360,000; HT1080 RFP-PRO-GFP cells, GFP/RFP ratio fluorescence, overnight; percent of plate control window, DMSO zero; P50281;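 active means GFP/RFP ratio change of at least 30% with cell ATP level not reduced by more than half and red fluorescence within 50% of control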; further: strong numbers were not always called active
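Assay system: HT1080 cells carrying an RFP-PRO-GFP reporter | Dosing: Single dose of 20 µM compound, 1% DMSO final | Incubation: Cells overnight before dosing, compound overnight, 37 °C, 5% CO2 | Evaluation: GFP/RFP fluorescence ratio | Control set: DMSO and RFP-L50D-GFP cell wells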
Active calls of the source: *; i = inactive; · = not tested or not shown; + = active, no number.

SMILES	E coli Lon inh	SKN-1 block	Neddylation inh	NRP1-CendR mod	MsrA act	Rin1 Abl inh	PABP1 MLLE inh	FAS-TE inh	MT1-MMP act inh
COc1ccc(OC)c(NC(=S)NCc2cccs2)c1	0	10	i	15	-3	-2	4	-6	-2
CC1=NN(C(=O)c2ccc(Cl)cc2)C(O)(c2ccccc2)C1 (stereo not drawn)	-3	-2	i	4	-2	0	1	6	0
COCCN(C(=O)c1snc(C(N)=O)c1N)C(C(=O)NC1CCCC1)c1cc(OC)c(OC)c(OC)c1 (stereo not drawn)	-5	-5	i	9	-3	0	2	-5	1
COc1ccccc1NC(=O)CSc1nnnn1-c1ccc(F)cc1	1	-6	i	4	-8	-2	5	4	-1
CCCCN(CC)C(=O)c1n[nH]c(=O)c2ccccc12	-7	-12	i	2	-15	2	2	-7	1
COc1ccccc1C(=O)NNC(=O)C(=O)Nc1cccc(Cl)c1C	-2	24	i	5	-1	0	-1	-1	1
COc1ccc(/C=C(/NC(=O)c2ccccc2)c2nc3ccc(Cl)cc3[nH]2)cc1OC	13	15	i	5	-9	-1	-2	16	1
CCOC(=O)C1CCCN(C2=NC(=O)/C(=C/c3ccc(N(C)C)cc3)S2)C1 (stereo not drawn)	i	10	i	-134	-2	-15	-159	-23	-146
CCC1=NN2C(=N)/C(=C\c3cccn3-c3ccc(C)cc3C)C(=O)N=C2S1	-1	13	i	-20	-2	-2	-1	4	-5
NCCCC[C@@H]1NC(=O)c2cc([N+](=O)[O-])cc(I)c2SC[C@@H](C(N)=O)NC(=O)[C@H](Cc2ccc(O)cc2)NC1=O	-3	1	i	10	-8	4	-2	-17	10
COc1ccc(C2=Nc3ccccc3NC(=O)C2N(C(=O)c2cnc(C)cn2)c2ccc(N3CCOCC3)cc2)cc1 (stereo not drawn)	-2	6	i	22*	-2	3	-10	-14	1
CC(C)C[C@H]1CN=C(N(C)C)N1CC(C)C	2	1	i	7	-4	5	9	-9	4
C=C[C@@H](C)N(Cc1ccc(OC)cc1)S(=O)(=O)N(Cc1ccccc1)[C@H](C=C)C(C)C	-8	5	i	-5	-1	3	-1	30	-2
CCC(=O)Nc1cc(C(=O)O)ccc1Sc1ccccc1	4	-5	i	0	-3	1	5	-4	2
Cn1c(C(=O)O)c(CC(=O)Nc2ccccc2F)c2ccccc21	-1	5	i	2	-1	2	12	-2	-7
COC(=O)c1sc2ncccc2c1OCc1ccccc1Cl	-5	18	i	3	-2	-1	13	20	6
O=C(Nn1cc(C(=O)N2CCN(c3ccccc3F)CC2)c2ccccc2c1=O)c1cnccn1	0	-5	i	-5	-1	-5	3	-8	8
COC(=O)c1sc(-c2ccc(C(C)(C)C)cc2)cc1NC(=O)/C=C/C(=O)O	-1	-2	i	-86	-1	0	8	4	-4
Clc1ccc(-c2noc(CCCOc3ccccc3)n2)cc1	-8	8	i	3	-3	-1	-10	22	1
COc1ccc(-c2cc(C(=O)N3CCCCCC3)c3ccccc3n2)c(OC)c1	-1	1	+	1	-5	-2	19	12	-7
CC(C)OCCCNC(=S)N1CCC(C(=O)c2ccc(F)cc2)CC1	-2	9	i	-20	-4	3	-119	-3	2
COc1ccc(-c2c(-c3cc(OC)cc(OC)c3)n(C)c3ccc(-c4cccc5[nH]ccc45)cc23)cc1	1	-5	i	0	-3	3	-12	44	-9
COc1ccc(OC)c(NC(=O)CSc2nc(=O)n(Cc3ccccn3)c3c2CCC3)c1	-1	5	i	-1	-3	1	16	-4	-2
CNC(=O)COc1ccc(Nc2nnc(C)c3ccccc23)cc1	3	-12	i	0	-3	1	-1	-2	5
CCOC(=O)/C=c1\s/c(=C\c2c(OC)ccc3ccccc23)c(=O)n1CC(=O)NCC1CCCO1 (stereo not drawn)	-35	-132	i	-30	-14	-3	-33	12	·
Continued:
SMILES	E coli Lon inh	SKN-1 block	Neddylation inh	NRP1-CendR mod	MsrA act	Rin1 Abl inh	PABP1 MLLE inh	FAS-TE inh	MT1-MMP act inh
Cc1ccc(C(CCNC(C)c2cccs2)c2ccco2)cc1 (stereo not drawn)	-3	3	i	-4	-3	1	-10	14	-3
Cc1cccc(Nc2c([N+](=O)[O-])cc(C(=O)N3CC(=O)Nc4ccccc43)cc2[N+](=O)[O-])c1	-6	4	i	3	-7	-2	10	16	4
Cc1nn(-c2ccccc2)c2sc(C(=O)OCc3nnc(-c4ccccc4)o3)cc12	0	23	i	0	-7	0	-3	23	1
Cc1cc(NC(=O)c2ccccc2F)n(C(C)(C)C)n1	-1	-6	i	8	-4	1	8	-6	-1
Cc1cccc(-c2nnc(SCC(=O)N3CCCC3)o2)c1	-7	-9	i	-4	-4	2	8	-6	-2
Cc1cc(C)c2cc(C(c3nnnn3C3CCCC3)N3CCOCC3)c(=O)[nH]c2c1 (stereo not drawn)	-1	30	i	-2	-2	-2	7	-4	6
COC(=O)[C@@]1(Sc2ccc(C)cc2)CC(=O)N(c2ccccc2)[C@@H]1c1ccccc1	6	10	i	-1	-2	·	·	23	-12
CC(=O)Nc1cc(C(=O)N2CCN(C)CC2)ccc1Sc1ccc(C)cc1	14	34	i	-12	-4	-4	-13	-5	0
CCOCCC(=O)Nc1ccc2c(c1)c(=O)n(C)n2C/C=C/c1ccccc1	-8	9	·	1	0	-3	5	-3	3
CCOc1ccc(N(C(C)C(=O)N2CCCCCC2)S(C)(=O)=O)cc1 (stereo not drawn)	-3	18	i	-11	-1	4	6	-4	0
O=C(CCCSc1nc2ccccc2[nH]1)NC(c1ccccc1)c1ccccc1	0	4	i	-4	-6	0	-8	16	0
O=C(NC1CCSc2ccccc21)c1cccc(S(=O)(=O)N2CCOCC2)c1 (stereo not drawn)	3	13	i	10	-2	1	11	4	2
Cn1c(=O)c2c(nc(N3CCN(c4ccccn4)CC3)n2Cc2ccc(Cl)cc2Cl)n(C)c1=O	-4	-2	i	-7	-5	-1	-2	4	-4
CC(C)(C)NC(=O)c1cc(NC(=O)c2ccco2)cc(NC(=O)c2ccco2)c1	-12	-8	i	10	-11	0	0	-8	0
Cc1cc(NS(=O)(=O)c2ccc(NC(=O)CCCOc3ccccc3C)cc2)nc(C)n1	-2	1	i	-11	1	-1	13	0	4
Cc1ccc(/C=C/C(=O)Nc2ccc(S(=O)(=O)Nc3onc(C)c3C)cc2)cc1	5	10	i	5	-2	3	-7	-4	0
Cc1ccc(-n2c(=O)c3sccc3n(CC(=O)NCc3ccco3)c2=O)cc1	-5	-11	i	-7	-9	-4	3	-4	8
Cc1ccc(NC(=O)C2CC2)cc1S(=O)(=O)N1CCOCC1	-8	-1	i	8	-4	2	-9	-2	3
COc1cccc2cc(S(=O)(=O)c3ccccc3)c(=Nc3ccc4c(c3)OCCO4)oc12	-13	-1	i	-10	-2	-1	-8	26	-4
CC1(C)CC(=O)c2cc(O)ccc2O1	7	-4	i	-2	-6	0	2	-4	1
CCOC(=O)C1CCCN(Cc2cccc(Oc3ccccc3)c2)C1 (stereo not drawn)	1	5	i	0	-2	0	0	10	-1
COc1ccc(OCC(O)CNC(=O)/C=C/c2cccc([N+](=O)[O-])c2)cc1 (stereo not drawn)	1	-4	i	7	-5	0	-3	17	-1
COc1ccc(C)cc1N(CC(=O)NC1CCCC1)C(=O)CCC(=O)Nc1nc(C)cs1	-6	-1	i	2	-6	0	-9	-2	3
O=c1c2c3c(sc2nc(NCCO)n1Cc1ccco1)CCCCC3	-1	10	i	-2	-4	1	12	14	-2
CC1(C)OC2OC(C3COC(=O)O3)C(OC(=O)c3ccccc3)C2O1 (stereo not drawn)	2	-25	i	12	-2	0	3	-8	0
Further structures
SMILES	E coli Lon inh	SKN-1 block	Neddylation inh	NRP1-CendR mod	MsrA act	Rin1 Abl inh	PABP1 MLLE inh	FAS-TE inh	MT1-MMP act inh
O=C(NCCS(=O)(=O)N1CCN(c2ccccc2)CC1)C1CC(=O)N(c2ccccc2)C1 (stereo not drawn)	-4	-15	i	-7	-1	5	6	-8	5
c1ccc2c(c1)CCCN2Cc1nnnn1CC1CCCO1 (stereo not drawn)	73*	20	i	24*	-4	-8	106	-17	-35
COc1ccc(OCCCN(C)Cc2ccccc2)cc1	-7	8	i	3	0	0	-8	-6	0
Cc1ccc(N(C(=O)CCC(=O)Nc2cc(C)on2)C(C(=O)NC2CCCC2)c2ccncc2)cc1 (stereo not drawn)	-6	8	i	-16	-1	2	-18	-3	1
CCOc1cccc(-c2c(C(=O)N/N=C/c3ccncc3)nnn2-c2nonc2N)c1	1	-9	i	-1	-6	0	3	2	-4
CCN1CNC(=S)N(C(C)c2ccccc2)C1 (stereo not drawn)	-3	6	i	4	-6	-3	-53	-14	5
Cc1nn(Cc2c(Cl)cccc2Cl)c(C)c1NC(=O)/C=C/c1cnn(C)c1C	-3	-28	i	7	2	-1	-1	-4	1
COc1ccc(C2CC3(CC(C)(C)NC(=S)N3)Oc3cc(O)cc(C)c32)cc1 (stereo not drawn)	-10	2	i	1	-4	1	-142	4	-2
COc1ccc(C(C(=O)NC(C)(C)C)N(C(=O)CCC(=O)Nc2cc(C)on2)c2ccccc2F)cc1 (stereo not drawn)	-10	2	i	-1	-3	3	-11	-4	3
Cc1cc2oc(=O)cc(CN3CCN(Cc4ccccc4)CC3)c2cc1O	7	13	i	-4	0	-3	8	-2	-2
CCCCCn1nc(C(=O)N(CC)c2c(N)n(CCCC)c(=O)[nH]c2=O)c2ccccc2c1=O	-4	-10	i	17	-4	2	-9	0	-3
COc1ccccc1CNC(=O)c1ccccc1NC(=O)C1=C(C)OCCS1	4	-5	i	8	-4	-2	4	9	-1
CCOC(=O)C1CCN(C(=O)Cn2cc(C#N)c3ccccc32)CC1	-11	12	i	-10	-4	1	8	-1	-3
CN=C1S/C(=C\c2ccc(N3CCOCC3)cc2C)C(=O)N1C	-17	5	i	-25	-5	-1	-7	-11	-6
COCCN(C(=O)C1=COCCO1)c1c(N)n(Cc2ccccc2)c(=O)[nH]c1=O	28*	24	i	2	1	-1	0	-8	-1
COC(=O)CSc1nc(NC(C)C)nc(N(C)C)n1	-21	-3	i	-5	-1	0	4	-6	4
CCC(C)n1c(=S)[nH]c2c(sc3ccc([N+](=O)[O-])cc32)c1=O (stereo not drawn)	-7	6	i	6	-2	-2	18	54*	-6
CCn1c(SCC(=O)c2ccc(OC)cc2)nnc1C1CC1	-6	7	i	14	-4	3	17	-13	2
CCOc1ccc(N2CC(C(=O)NNC(=O)c3ccc(Br)cc3)CC2=O)cc1 (stereo not drawn)	-14	-8	i	0	-3	3	-7	-8	-5
CCCn1c(SCC(=O)NCc2ccc(OC)cc2)n[nH]c1=O	5	-3	i	14	-3	-2	-3	-4	-2
COCCn1c(NCc2ccco2)nc2c1c(=O)[nH]c(=O)n2C	3	6	i	0	-4	-1	7	-3	4

Laid out differently: entries from further up
Every second line gives: E coli Lon inh | SKN-1 block | Neddylation inh | NRP1-CendR mod | MsrA act | Rin1 Abl inh | PABP1 MLLE inh | FAS-TE inh | MT1-MMP act inh
CCCCCn1nc(C(=O)N(CC)c2c(N)n(CCCC)c(=O)[nH]c2=O)c2ccccc2c1=O
→ -4 | -10 | i | 17 | -4 | 2 | -9 | 0 | -3
COc1ccccc1CNC(=O)c1ccccc1NC(=O)C1=C(C)OCCS1
→ 4 | -5 | i | 8 | -4 | -2 | 4 | 9 | -1

Sorted by value in SKN-1 block (high to low): 6 of the compounds above
SMILES	SKN-1 block
COC(=O)[C@@]1(Sc2ccc(C)cc2)CC(=O)N(c2ccccc2)[C@@H]1c1ccccc1	10
COc1ccc(C)cc1N(CC(=O)NC1CCCC1)C(=O)CCC(=O)Nc1nc(C)cs1	-1
COc1ccc(-c2c(-c3cc(OC)cc(OC)c3)n(C)c3ccc(-c4cccc5[nH]ccc45)cc23)cc1	-5
CCOc1cccc(-c2c(C(=O)N/N=C/c3ccncc3)nnn2-c2nonc2N)c1	-9
CCCCN(CC)C(=O)c1n[nH]c(=O)c2ccccc12	-12
CC1(C)OC2OC(C3COC(=O)O3)C(OC(=O)c3ccccc3)C2O1 (stereo not drawn)	-25

Screening data as filed in PubChem.
